# Bioassay records: PubChem, National Center for Advancing Translational Sciences (NCATS)
# B2AR arrestin: recruits beta-arrestin to the human beta2-adrenergic receptor. Potency, µM (top dose mostly 46.1 µM), inactives show top-dose activation, actives largely listed as activators. P07550. beta-arrestin recruitment to beta2AR, cell-based reporter. 0.02% of 330,000 active;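 further: potency means the concentration at half of the fitted maximal effect; 0% = DMSO controls and full agonism = EC100 isoproterenol or metaproterenol; nearly all actives have a fitted effect of over 65% in size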
# Target sequence (P07550 whole entry, looked up): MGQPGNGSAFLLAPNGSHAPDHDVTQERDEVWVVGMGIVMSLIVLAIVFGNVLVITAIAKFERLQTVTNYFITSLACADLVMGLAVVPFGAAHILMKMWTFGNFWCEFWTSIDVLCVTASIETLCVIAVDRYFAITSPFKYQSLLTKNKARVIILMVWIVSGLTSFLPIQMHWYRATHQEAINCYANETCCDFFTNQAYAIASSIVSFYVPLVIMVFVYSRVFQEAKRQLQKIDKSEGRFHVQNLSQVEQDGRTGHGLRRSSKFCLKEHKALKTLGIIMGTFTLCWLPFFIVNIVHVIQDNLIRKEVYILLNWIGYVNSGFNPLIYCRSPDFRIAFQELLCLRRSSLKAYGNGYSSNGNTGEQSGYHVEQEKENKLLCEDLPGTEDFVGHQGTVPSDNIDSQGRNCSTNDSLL
# uPA generation: blocks generation of uPA at the cell surface; cell surface uPA generation assay, qHTS; Potency, µM (titrated, usually from 38.3 µM), without a hit: top-dose activity change, negative = inhibition, hits mostly inhibitors; 0.31% of 330,000 active; AID 540303; active means well fitted inhibition curve with a large enough effect; inconclusive means small, poorly fitted or top-dose-only effect; inactive means no such curve, though single readings can be large or run the other way; tested in mouse RAW 264.7 cells; further: potency means the concentration at half of the fitted maximal effect; on the % scale 0 is the no-effect control and ±100 the full control effect; nearly all actives have a fitted effect of over 55% in size
# TCR act: activators of T cell receptors | AID 504894 | 330,000 tested, under 10 active | primary human leukocytes, anti-CD3, IL-2 HTRF, 48 h | Potency, µM (doses to about 9.22 µM), inactives show top-dose activation of IL-2 secretion, usual class: activators; further: % of control where 0% means no effect
#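 Activity was scored as IL-2 release from primary human leukocytes given only a TCR signal (a-CD3 beads) plus compound for 48 hr. Detection used a two-antibody HTRF format read at 665nm.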
# Mito fusion yeast: inhibitors of mitochondrial division or activators of mitochondrial fusion | S. cerevisiae fusion-defective mutant growth rescue, CellTiterGlo 48 h | Potency, µM (top dose mostly 46.1 µM), for the others: at the top dose growth rescue (activation), hits mostly activators | 0.23% of 320,000 active;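 further: potency means the concentration at half of the fitted maximal effect; % of control where 0% means no effect; nearly all actives have a fitted effect of over 45% in size; temperature-sensitive fusion mutants such as fzo1-1 at 37 °C on non-fermentable ethanol glycerol medium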
#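 Yeast fusion mutant, YPEG (non-fermentable carbon), compound, 48 h at 37C non-permissive; CellTiterGlo added, 10 min RT, luminescence read. Rescued growth = division inhibition.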
# Eya2 inh: blocks the phosphatase activity of human Eya2; O00167; recombinant Eya2, OMFP fluorescence dephosphorylation (OMFP is methylfluorescein phosphate); Potency, µM (top dose mostly 76.9 µM), inactives show top-dose activity, negative = inhibition, usual class: inhibitors; 0.006% of 330,000 active; AID 488837; further: potency means the concentration at half of the fitted maximal effect; on the % scale 0 is the no-effect control and ±100 the full control effect
#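 Eya2 protein (added as 0.2 uM solution) was preincubated with compound for 10 min at ambient temperature in 50 mM HEPES pH 7.5, 50 mM NaCl, 5 uM MgCl2, 0.05% BSA, 1 mM DTT. OMFP (added at 50 uM) then reacted 10 min; fluorescence read at 485/525 nm.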
# USP2a block: inhibitors of human ubiquitin-specific protease USP2a. Potency, µM (doses to about 38.3 µM), without a hit: at the highest dose activity change, negative = inhibition, actives largely listed as inhibitors. O75604. 0.01% of 330,000 active. USP2 core, Ub-CHOP2 coupled fluorogenic reporter, 485/531;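 further: potency means the concentration at half of the fitted maximal effect; plate controls were DMSO wells for no effect and full inhibition by NEM control for full effect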
#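 USP2 core (10nM final) preincubated 30min RT with compound in 20mM Tris-HCl pH 8.0, 2mM CaCl2, 2mM beta-mercaptoethanol, 0.05% CHAPS; 25nM Ub-CHOP2 plus 25nM reporter substrate added, fluorescence (Ex485/Em531) read after 60min.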
# TSHR antag: human thyrotropin receptor antagonism | activity change, negative = inhibition, % at 11.5 µM | 0.2% of 330,000 active | TSHR-expressing cells, TSH-stimulated cAMP HTRF, 2 h; hits give low values | AID 504810;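 active means activity change below a set negative limit, meaning inhibition stronger than a set level, cut at about -70% in these data; inconclusive means activity change between two set negative limits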; further: on the % scale 0 is the no-effect control and ±100 the full control effect
#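 Antagonism was scored as loss of TSH-driven cAMP in TSHR cells, stimulated with 4nM TSH (EC80) for 2 hours at 37 deg C and detected by homogeneous HTRF competition immunoassay.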
# Tb PFK inh: inhibitors of T. brucei phosphofructokinase; O15648; T. brucei PFK, ADP-Glo luminescence; Potency, µM (top dose mostly 57.5 µM), without a hit: top-dose activity, negative = inhibition, most hits filed as inhibitors; 0.17% of 330,000 active;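 further: potency means the concentration at half of the fitted maximal effect; 0% = uninhibited 1x PFK enzyme wells and -100% = no-enzyme wells; nearly all actives have a fitted effect of over 60% in size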
# Target sequence (O15648 whole entry, looked up): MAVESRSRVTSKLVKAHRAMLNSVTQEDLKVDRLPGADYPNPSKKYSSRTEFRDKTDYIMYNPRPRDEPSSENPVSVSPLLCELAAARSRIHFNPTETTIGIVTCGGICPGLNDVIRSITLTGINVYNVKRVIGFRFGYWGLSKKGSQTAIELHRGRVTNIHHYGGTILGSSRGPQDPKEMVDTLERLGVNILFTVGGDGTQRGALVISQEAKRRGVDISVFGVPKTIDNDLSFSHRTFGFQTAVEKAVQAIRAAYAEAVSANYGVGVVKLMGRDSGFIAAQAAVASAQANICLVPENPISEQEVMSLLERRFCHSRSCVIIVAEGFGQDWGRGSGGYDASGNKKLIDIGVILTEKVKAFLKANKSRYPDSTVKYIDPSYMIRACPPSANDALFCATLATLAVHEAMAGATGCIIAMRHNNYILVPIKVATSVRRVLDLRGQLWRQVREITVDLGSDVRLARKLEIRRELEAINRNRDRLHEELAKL
#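 1.25 nM PFK with 0.5 mM F6P and 0.1 mM ATP in 0.1 M TEA pH 8.0, 5 mM MgCl2, incubated 45 min at room temperature; ADP measured by ADP-Glo luminescence; compounds titrated up to 57 uM.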
# Chronic BCR inh: inhibitors of chronic active B-cell receptor signaling. 0.05% of 340,000 active. ABC-DLBCL IkBa-CBG/CBR reporter, luminescence ratio, 4 h. Potency, µM (titrated, usually from 46.1 µM), for the others: at the top dose ratio change, negative = lower green/red ratio, most hits filed as inhibitors; active means well fitted inhibition curve with a large enough effect in the signal ratio, with a control signal flat, not every such curve was filed as active; inconclusive means small, poorly fitted or top-dose-only effect, or effect the other way, or a change in a side signal; the % refers to the signal ratio;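 further: potency means the concentration at half of the fitted maximal effect; plate controls were basal doxycycline-induced cells for no effect and cells given 10 µM MG132 for full effect; MG132 reads +100%, hits lower the ratio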
#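 TMD8 ABC-DLBCL cells carrying doxycycline-inducible green luciferase fused to IkappaBalpha plus unfused red luciferase were exposed to compounds (up to 46 uM) for 4 hrs at 37C. Activity came from the overlap-corrected green/red luminescence ratio.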
# TSG101-PTAP inh: blocks PTAP/TSG101 interaction to inhibit HIV-1 budding; Q99816; Fluorescence polarization, FITC-PTAP peptide / Tsg101 binding; Potency, µM (doses to about 115 µM), without a hit: top-dose activity change, negative = inhibition, usual class: inhibitors; 340,000 tested, under 10 active; active means well fitted inhibition curve with a large enough effect in the main read-out, with a control signal flat, not every such curve was filed as active; inconclusive means small, poorly fitted or top-dose-only effect, or effect the other way, or a change in a side signal; inactive means no such curve, though single readings can be large or run the other way; further: potency means the concentration at half of the fitted maximal effect; % of control where 0% means no effect
#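 Fluorescence polarization binding of Tsg101 binding domain (10 uM final) to FITC-labeled PTAP peptide (50 nM final) in HEPES pH 7.5 buffer with NaCl, Tween 20, EDTA, TCEP. Compounds added before peptide; binding 20 min at RT.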
# ELG1 repair inh: ELG1-dependent DNA repair inhibition. HEK293T ELG1-luciferase reporter, luminescence, 16 h; DNA damage induced by 5-fluorouridine. Potency, µM (series often up to 46.1 µM), for the others: top-dose activity change, negative = inhibition, most hits filed as inhibitors. 2.3% of 330,000 active; further: potency means the concentration at half of the fitted maximal effect; on the % scale 0 is the no-effect control and ±100 the full control effect; nearly all actives have a fitted effect of over 55% in size
#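 Step one: seed 2,000 cells per well. Step two: pin-transfer compound or DMSO alongside 5-fluorouridine. Step three: incubate 16 hr, 37 °C, 5% CO2. Step four: add ONE-Glo, wait 30 min, read luminescence.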
# * hit, by the source's call; ? = inconclusive; . = not tested or not shown; [ ] = another dose, or the depositor's remark. Unless noted, the call rests on the fitted dose curve; in most records, active means well fitted curve in the direction sought with a large enough effect; inconclusive means small, poorly fitted or top-dose-only effect, or another doubt; inactive means no such curve, though single readings can be large; an effect the other way counts as inactive or inconclusive. Random draw from the library. Share with any hit: about 3%.
SMILES,B2AR arrestin,uPA generation,TCR act,Mito fusion yeast,Eya2 inh,USP2a block,TSHR antag,Tb PFK inh,Chronic BCR inh,TSG101-PTAP inh,ELG1 repair inh
Cc1ccc(S(=O)(=O)/N=C(\N)Nc2nc(C)c3ccc(C)cc3n2)cc1,-0.8%,?,.,17%,17%,-2%,-11,5%,1%,-14%,-18%
COc1cccc(-c2cn3nc(C)c(C)nc3n2)c1,-3.7%,-6%,2%,-3%,-4%,-6%,25,-4%,?,-2%,?
CC1(C)CC(=O)C(N=Nc2ccc(-c3ccccc3)cc2)=C(O)C1,0.0%,1%,7%,-14%,5%,1%,0,-8%,0%,0%,?
COCCNC(=O)C(=O)Nc1ccc2c(c1)N(S(=O)(=O)c1cccs1)CCC2,0.3%,-10%,0%,3%,-16%,-2%,-6,0%,?,0%,-1%
COc1ccccc1N(CC(=O)NCC1CCCO1)C(=O)CCC(=O)Nc1nccs1 (configuration not stated),0.3%,-2%,3%[46.1 µM],1%,4%,-1%,-1,0%,7%,-6%,-5%
COc1ccc(CNC(=O)c2ccc(Br)o2)cc1,-1.5%,-46%,4%,0%,-3%,2%,-15,-6%,-12%,-2%,5%
CCNC(=O)c1ccccc1SCc1ccccc1,-0.1%,-2%,0%,0%,-14%,-1%,37,0%,1%,-7%,8%
O=C(CC1CC2CCC1C2)NCc1cccs1 (configuration not stated),-1.9%,-4%,4%,1%,26%,-1%,-1,-1%,1%,?,?
CCOC(=O)Cn1cc(Cl)c(=O)c(Cl)c1,-0.6%,1%,-53%,2%,-2%,1%,5,-13%,-1%,3%,14%
CN1CCN(C(=O)C2(NC(=O)Nc3ccccc3Cl)CCCCC2)CC1,-0.6%,7%,-1%[46.1 µM],1%,-2%,1%,-6,-8%,?,-11%,7%
Cc1nc(-n2nnc(CO)c2CO)nc2c1CCC2,-1.0%,6%,-2%,4%,1%,4%,5,-1%,-6%,-2%,3%
O=C(NC1CCCC1)C(c1ccncc1)N(Cc1ccco1)C(=O)c1ccc(-c2ccccc2)[nH]1 (configuration not stated),-0.1%,-3%,2%,0%,-2%,-3%,-19,-15%,?,-8%,-4%
O=C(NNC(=S)Nc1cccc(C(F)(F)F)c1)c1ccc(Cl)cc1Cl,-0.2%,0%,-10%[46.1 µM],0%,-2%,-6%,-32,3%,?,-4%,-12%
COC(=O)c1[nH]c2ccccc2c1NC(=O)CN1CCN(c2cccc(Cl)c2)CC1,0.7%,-11%,-4%,-3%,-1%,-1%,-14,1%,?,-5%,?
COc1nc2ccccc2nc1N1CCN(Cc2ccc3c(c2)OCO3)CC1,-0.6%,0%,-5%,7%,?,3%,-7,-10%,?,-2%,5%
CCOc1cc(CN2CCc3c([nH]c4ccccc34)C2)ccc1OC,-1.0%,0%,.,-16%,-5%,3%,12,0%,-3%,-1%,9%
COc1ccc(CCC(=O)N2CCN(c3ccc([N+](=O)[O-])cc3)CC2)cc1OC,-0.4%,5%,4%,0%,2%,2%,-5,9%,-6%,0%,?
O=C(NCCNC(=O)c1cc(OCC(F)(F)F)ccc1OCC(F)(F)F)Nc1ccc(OC(F)(F)F)cc1,0.3%,-6%,1%,-4%,-22%,0%,-10,7%,11%,1%,?
C=C(C)CSc1nc2sc3c(c2c(=O)n1-c1ccccc1)CCN(C)C3,-0.4%,0%,-2%,-7%,-3%,9%,-5,0%,-5%,2%,-2%
Cc1ccc(S(=O)(=O)N(CC(=O)Nc2cccnc2)c2ccc(Br)cc2)cc1,0.3%,7%,5%,6%,-4%,-1%,-8,-2%,0%,1%,-8%
CCOC(=O)Cn1c(=O)oc2cc(S(=O)(=O)N3CCN(c4ccccn4)CC3)ccc21,-0.2%,0%,2%,-1%,8%,0%,-10,0%,-4%,-1%,3%
N=c1sccn1CC(=O)N1N=C(c2ccc(Cl)cc2)CC1c1ccco1 (configuration not stated),0.2%,-6%,-4%,-4%,-1%,0%,4,-4%,-3%,0%,15%
Cc1ccc(Sc2ccc(NC(=O)CCl)cc2)cc1C,4.9%,13µM*,2%[46.1 µM],14µM*,-2%,1%,3,3%,?,0%,16%
CCOC(=O)C(C#N)C(Cc1ccccc1)c1ccco1 (configuration not stated),0.0%,-2%,3%,4%,-20%,-5%,-11,2%,-5%,0%,2%
Cc1cc(C)n2cc(CSc3nnc(SCc4cn5c(C)cc(C)nc5n4)s3)nc2n1,0.1%,.,.,-1%,-18%,5%,-4,1%,1%,.,-13%
C1CC(CN2CCOCC2)CN(Cc2nc(CC3CC3)no2)C1 (configuration not stated),-1.0%,3%,0%,-1%,2%,-1%,1,5%,-1%,3%,-3%
CCCC(=O)Nc1ccc2c(c1)nc(CCNC(=O)c1ccco1)n2C,0.2%,1%,-5%,-2%,10%,0%,-7,-3%,9%,-1%,6%
Cc1ccccc1NC(=O)CCCC(=O)c1ccccc1,-1.0%,4%,3%,6%,-10%,3%,-4,4%,-17%,-2%,-2%
COc1ccc(OC)c(NC(=O)CSCC(=O)O)c1,1.0%,2%,-4%,1%,-4%,1%,6,3%,8%,-3%,-4%
COc1ccc(N2CCN(C(=O)COc3ccc(S(=O)(=O)N4CCOCC4)cc3C)CC2)cc1,-1.1%,0%,2%,5%,6%,3%,-11,-4%,3%,-2%,-2%
O=C(O)c1ccc(-c2nc(-c3cccc(C(F)(F)F)c3)cs2)cc1,-0.3%,9%,-2%,-2%,11%,1%,9,3%,0%,-2%,?
COc1ccc(N(C(=O)C2CSC(=O)C2)C(C(=O)NC(C)(C)C)c2ccncc2)cc1 (configuration not stated),0.2%,4%,2%,-2%,5%,-1%,5,-1%,-1%,1%,13%
CC(C)C(=O)Nc1ccc(C(=O)NNC(=S)NC(=O)c2ccco2)cc1,-0.9%,3%,1%,?,-9%,-4%,7,-5%,0%,-8%,-14%
COc1ccc(-c2sc3cc4c(cc3c2-c2ccc3c(c2)OCCO3)OCO4)cc1,0.0%,28%,27%,.,7%,4%,-1,0%,4%,.,?
CCC1(c2ccccc2)NC(=O)N(CC(=O)N(c2ccccc2)C2CCS(=O)(=O)C2)C1=O (configuration not stated),-0.5%,1%,-6%,.,-3%,1%,16,-2%,2%,0%,1%
C/C(NC(=O)c1cccc(F)c1)=C1/C(=O)C[C@@H]2[C@H]1C2(C)C,-0.8%,-5%,1%,2%,-8%,1%,-1,-5%,?,-9%,?
O=C1CC2c3ccccc3C1C1C(=O)N(CCO)C(=O)C21 (configuration not stated),-0.4%,0%,-3%,-6%,2%,-1%,-4,-1%,-5%,-1%,.
CC12CCC(C(=O)N(CCCN3CCN(Cc4ccccc4)CC3)C1=O)C2(C)C (configuration not stated),-0.1%,-3%,3%,3%,16%,1%,-7,2%,-5%,0%,-16%
COC(=O)CS(=O)(=O)c1cc(Br)cc2c1N(C(C)=O)CC2,-0.4%,3%,1%,-2%,23%,1%,4,11%,1%,-2%,6%
Cn1cnnc1SCC(=O)Nc1ccc2nc(SCc3cccc4ccccc34)sc2c1,0.2%,-2%,3%,6%,8%,-1%,-20,3%,-31%,2%,-19%
CCOC(=O)N1CCC(NC(=O)c2cc(-c3ccc(F)cc3)[nH]c2C)CC1,-0.1%,-6%,1%,-3%,-11%,0%,-14,1%,?,1%,-25%
O=C1NC(c2ccccc2)(C(F)(F)F)C(=O)N1Cc1cccnc1 (configuration not stated),-0.8%,5%,4%,-2%,14%,1%,10,2%,4%,-13%,-2%
Cc1ccc(S(=O)(=O)NCc2cccnc2)cc1C(=O)NC1CCCCC1,0.3%,?,9%,-1%,-5%,-1%,.,-6%,-3%,1%,-1%
Cc1ccc2cc(CN(CCCN(C)C)C(=S)NCc3ccccc3)c(=O)[nH]c2c1C,-0.2%,-3%,0%,13%,7%,-1%,7,1%,15%,-5%,15%
CC(=O)c1cc2c(cc1NC(=O)CN1CCCCC1C)OCO2 (configuration not stated),0.5%,5%,.,4%,2%,3%,12,-4%,-1%,-2%,-13%
Cc1cc(-c2nnc(CCC(=O)NCCc3ccccc3F)o2)no1,0.0%,18%,-9%,3%,3%,-1%,0,0%,3%,.,15%
